Insulin prom inh – TRM-6 insulin promoter activity inhibition; TRM-6 cells (human fetal islet line), insulin promoter-eGFP reporter, imaging; reporter expression induced with tamoxifen; inhibition, % at 2 µM; hit rate 0.9% among 130,000;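 active = inhibition above the mean plus 3 SD, with well images judged a real hit on visual review, cut at about 60% in these data, passing the limit was not always enough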
sdo1 growth – restores growth of sdo1-depleted yeast; S. cerevisiae sdo1-depleted JHY4D growth rescue, OD600 30 h; active compounds read high; pdr5 snq2 efflux-pump mutant strain; hit rate 0.21% among 140,000; z-score at 10 µM;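 active = z-score above 3 at both the 24 hr and the 30 hr optical density reads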;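 also: z-score against mean and SD of all compound wells on the same plate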
sdo1 growth Rescue 24 h – second read-out of sdo1 growth, no call of its own (marks repeat the call); z-score; S. cerevisiae sdo1-depleted JHY4D growth rescue, OD600; measured here: growth rescue at 24 h;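 0 is the plate mean of compound wells and units are plate SD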
* hit, by the source's call; x = no result given. An unsorted share of the library. Share with any hit: about 0.99%.

SMILES	Insulin prom inh	sdo1 growth	sdo1 growth Rescue 24 h
Cc1cc(C)cc(C(=O)NC(=S)Nc2ccc3c(c2)OCCO3)c1	x	-0.81	-0.54
COC(=O)[C@H](C)NC(=O)Nc1ccc(Oc2ccccc2)cc1	x	1.6	1.9
CCOc1ccc(NC(=O)CN2CCN(CC(=O)Nc3cccc(F)c3)CC2)cc1	19	0.6	0.14
Cn1nccc1C(=O)c1ccc(Cl)cc1	41	0.27	-0.54
O=C(Cc1ccccc1)NN1C(=O)C2C3C=CC(C3)[C@@H]2C1=O (stereo partly specified)	-8	0.93	-0.33
C=CCNC(=O)c1ccccc1NC(=O)c1cccc2ccccc12	-11	0.29	-0.39
Cc1nc(=S)n(-c2ccccc2)[nH]1	-44	0.99	0.7
NC(=O)c1cc2n(n1)C(C(F)(F)F)CC(c1ccco1)N2 (stereo unspecified)	-61	0.45	-0.73
Cc1cc(C)n(-c2nnc(C)n2N)n1	x	0.05	-0.34
Cn1c(=O)n(CCc2ccccc2)c(=O)c2c1ncn2Cc1ccccc1	11	-1.5	-1.5

Already shown: entries from further up.
SMILES	Insulin prom inh	sdo1 growth	sdo1 growth Rescue 24 h
Cc1cc(C)cc(C(=O)NC(=S)Nc2ccc3c(c2)OCCO3)c1	x	-0.81	-0.54
COC(=O)[C@H](C)NC(=O)Nc1ccc(Oc2ccccc2)cc1	x	1.6	1.9
CCOc1ccc(NC(=O)CN2CCN(CC(=O)Nc3cccc(F)c3)CC2)cc1	19	0.6	0.14
Cn1nccc1C(=O)c1ccc(Cl)cc1	41	0.27	-0.54
O=C(Cc1ccccc1)NN1C(=O)C2C3C=CC(C3)[C@@H]2C1=O (stereo partly specified)	-8	0.93	-0.33

2 compounds picked at random from the list so far, as already listed:
SMILES	Insulin prom inh	sdo1 growth	sdo1 growth Rescue 24 h
O=C(Cc1ccccc1)NN1C(=O)C2C3C=CC(C3)[C@@H]2C1=O (stereo partly specified)	-8	0.93	-0.33
CCOc1ccc(NC(=O)CN2CCN(CC(=O)Nc3cccc(F)c3)CC2)cc1	19	0.6	0.14

Next section.
SMILES	Insulin prom inh	sdo1 growth	sdo1 growth Rescue 24 h
CCCCc1ccc(NC(=S)Nc2ccc(Cl)c(S(=O)(=O)N(C)C)c2)cc1	-12	-1.1	-0.12
COc1ccc(C(C(C(=O)c2ccco2)N2CCOCC2)N2CCOCC2)cc1 (stereo unspecified)	-192	0.17	-0.15
Cc1cccc(-c2nnc(SCC3CNC(=O)O3)n2-c2ccc(Cl)cc2)c1 (stereo unspecified)	-12	0.71	-0.08
COC(=O)c1sc(N)c(C(=O)OC)c1COC(=O)C1CC(=O)N(Cc2ccco2)C1 (stereo unspecified)	-27	0.76	0.49
CCC1(C)CC(c2nc(-c3ccc(OC)cc3)cs2)CCS1 (stereo unspecified)	0	1.5	1.9
CC(C)(C)C1CCC(OC(=O)CCC(=O)Nc2ccccc2)CC1 (stereo unspecified)	-78	-0.14	-0.43
CCC(C)[C@H](NC(=O)NC1CC1)C(=O)O (stereo partly specified)	x	0.83	-0.88
CCCSC1=N/C(=C\c2ccc3c(c2)OCO3)C(=O)S1	41	0.88	1.3
Cn1c(=O)cc(OCC(=O)NCCC2=CCCCC2)c2ccccc21	-7	x	x
COc1ccc(OCc2nnc3n2N=C(c2ccc(C)cc2)CS3)cc1	x	-1.7	-0.91
CCOC(=O)c1cc2occc2n1Cc1ccc(F)cc1	x	-0.3	-0.46
O=[N+]([O-])c1ccccc1/C=C/C=N/n1c(-c2ccc(Cl)cc2)n[nH]c1=S	12	0.84	2.3
Cc1cc(=O)[nH]c(SCC(=O)Nc2nnc(SCc3ccccc3)s2)n1	-12	x	x
COc1ccc(NC(=O)CN(C2CCCCC2)S(C)(=O)=O)cc1Cl	-8	0.16	-0.45
COc1cc(C2NC(C(=O)O)Cc3c2[nH]c2ccccc32)cc(OC)c1OC (stereo unspecified)	4	0.4	-0.04
CCC(=O)N1CCN(c2ccc(NC(=O)c3c(F)c(F)c(OC)c(F)c3F)cc2)CC1	43	-0.59	-0.07
C[C@H](C(=O)O)c1n[nH]c(=O)c2ccccc12	-9	0.14	-0.68
COCCn1c(SCC(=O)Nc2cccc(S(N)(=O)=O)c2)nc2cc(Cl)ccc2c1=O	50	x	x
COCCn1c(SCCN2CCOCC2)nc2c1c(=O)[nH]c(=O)n2C	x	0.66	1.7
O=C(c1noc2c1CCCC2)N1CCN(c2ccccc2)CC1	x	-0.93	-1.2
Cc1cc(NC(=O)COC(=O)COc2ccc(Cl)cc2C)c([N+](=O)[O-])cc1C	0	0.15	-1.1
C/C(CCN1CCCCc2nc(C)c(C)cc21)=N\OC[C@@H](O)[C@H]1O[C@@H]2OC(C)(C)O[C@@H]2[C@H]1O	-5	0.64	0.77
COCCN(CC(=O)NC1CCCCC1)C(=O)c1csnn1	x	0.74	0.48
CC1CCCCC1NC(=O)COC(=O)COc1ccc(Cl)cc1 (stereo unspecified)	-33	0.21	0.7
O=C(COc1ccccc1)Nc1nn[nH]n1	33	0.55	0.13
COc1ccc(/C(O)=C2/C(=O)C(=O)N(CCN(C)C)C2c2cccnc2)cc1OC (stereo unspecified)	-7	x	x
Cc1ccc(-c2nn(-c3ccccc3)cc2C(=O)NN2CCN(C)CC2)cc1	-60	x	x
CCCCn1c(SCC(=O)N2CC(=O)Nc3ccccc32)nnc1-c1ccoc1C	-4	0	-0.05
COc1cccc(Oc2cn[nH]c2-c2ccc(O)cc2O)c1	-15	-1.1	-0.77
COCCCn1c2nc3ccccc3nc2c2c(=O)n(-c3ccccc3OC)cnc21	31	0.34	0.34
CCN(CC)S(=O)(=O)c1ccc(NC(=O)c2ccccc2N(C)S(C)(=O)=O)cc1	-62	0.19	0.51
CCNc1nc(NCC)nc(OCCNS(=O)(=O)c2cc(C)ccc2C)n1	-48	-0.66	-0.47
O=C(NCCN1CCOCC1)c1cccnc1SCc1ccccc1Cl	7	x	x
O=C1CC(c2ccccc2)CC(O)=C1C=NCCCN1CCOCC1 (stereo unspecified)	28	0.59	-0.3
O=C(OCc1nc2ccccc2s1)[C@@H]1CCCN1S(=O)(=O)c1ccccc1F	7	-0.92	-0.09
COc1cc2c(cc1OC)-c1nnc(-c3cccs3)n1C1(CCCC1)C2	-41	-0.44	0.68
CC1(C)Nc2ccc(O)cc2-c2c1ssc2=S	6	-0.92	-0.88
CCOC(=O)C1CCN(C(=O)C2CCN(S(=O)(=O)c3c(C)noc3C)CC2)CC1	18	1.1	-0.01
Cc1c(/C=N/NC(=O)COc2ccccc2[N+](=O)[O-])c2ccccc2n1C	11	-0.87	-0.98
CCC(=O)Nc1c(S(=O)(=O)c2ccccc2)c2nc3ccccc3nc2n1Cc1ccccc1	-22	-1.9	-1.8
COc1cccc(-c2nc(S(=O)(=O)c3ccccc3)c(N3CCOCC3)o2)c1	-23	0.02	0.4
COc1cc(SC)ccc1C(=O)NCCOc1c(C)cc(C)cc1C	3	-0.63	-0.5
CCC(Sc1nc2cc(OC)c(OC)cc2c(=O)n1CCc1ccc(OC)c(OC)c1)C(=O)NCCOC (stereo unspecified)	21	x	x
CCOC(=O)c1c(C)[nH]c(C(=O)COC(=O)c2ccccc2NC(=O)c2ccco2)c1C	x	-1.2	-0.71
NC(=O)c1ccc(NC(=O)COC(=O)C2(c3ccccc3F)CCCC2)cc1	33	x	x
C=C1CSc2nc(=O)c3c4c(sc3n21)CCCC4	x	0.25	0.85
CN(C1CCCCC1)S(=O)(=O)c1ccc(S(=O)(=O)N2CCCC2)cc1	-16	-0.96	-0.43
CNC(=O)c1ccc(Nc2nnc(-c3ccc(C)c(S(=O)(=O)NCC4CCCO4)c3)c3ccccc23)cc1 (stereo unspecified)	x	0.44	-0.55
NC(=O)COc1ccccc1C(=O)O	50	x	x
O=C(Cn1cnc2c(cnn2-c2ccc(F)cc2)c1=O)OCc1ccccc1	x	-0.72	-0.56

More structures.
SMILES	Insulin prom inh	sdo1 growth	sdo1 growth Rescue 24 h
CCCCCCCCNC(=S)NCCN1CCCCC1	-58	x	x
O=C(C1CCC1)N(CCc1ccccc1)Cc1nc2ccccc2c(=O)[nH]1	x	-0.2	0.05
Cc1ccc(/C=N/NC(=O)CNC(=O)c2ccc(S(=O)(=O)N(C)C)cc2)cc1	-28	x	x
Cn1c(N)c(C(=O)COC(=O)c2cccnc2Cl)c(=O)n(C)c1=O	7	x	x
CC(=O)Nc1ccc(S(=O)(=O)Nc2nc3n(n2)C(c2ccccc2)CC(=O)N3)cc1 (stereo unspecified)	-276	0.05	-0.51
Cc1c(S(=O)(=O)Nc2ccc3c(c2)OCCO3)c(=O)n(C)c(=O)n1C	x	1.7	1.3
CCC(=O)Nc1nc2n(n1)C(c1ccc(OC)cc1)C=C(c1ccccc1)N2 (stereo unspecified)	61	-0.86	0.17
CC1=C(C(=O)OC(C)C)C(C)C(C(=O)OC(C)C)=C(C)N1	x	-1.1	-0.54
CC(C)Oc1ccc(C2NC(=O)NC2=O)cc1 (stereo unspecified)	x	0.86	0.87
CN(C(=O)CN1CCC(NC(=O)C2CCCCC2)CC1)C1CCCCC1	10	-1.1	-1.5

Reformatted with values ahead of the structure: entries from further up
| Insulin prom inh | sdo1 growth | sdo1 growth Rescue 24 h | SMILES |
| --- | --- | --- | --- |
| -58 | x | x | CCCCCCCCNC(=S)NCCN1CCCCC1 |
| x | -0.2 | 0.05 | O=C(C1CCC1)N(CCc1ccccc1)Cc1nc2ccccc2c(=O)[nH]1 |

The list continues:
SMILES	Insulin prom inh	sdo1 growth	sdo1 growth Rescue 24 h
O=C(CNS(=O)(=O)c1ccc(Br)cc1)OCc1cc(=O)n2cc(Br)ccc2n1	x	-0.42	-1.2
c1ccc2c(Nc3nc4c(s3)CCCC4)cccc2c1	21	-1.5	-0.89
CCOC(=O)C1CCCN(c2c(NCCCN3CCCC(C)C3)c(=O)c2=O)C1 (stereo unspecified)	x	0.51	0.03
CN1CCN(NC(=S)Nc2ccccc2)CC1	-21	x	x
c1ccc(Cn2nnnc2C(c2cccs2)N2CCCCCC2)cc1 (stereo unspecified)	-8	-2.1	-1.2
Cc1ccccc1-n1c(Cn2c(=O)sc3ccccc32)nnc1SCC(=O)Nc1nccs1	x	0.5	1.1
CN1C(=O)CC(NNC(=O)c2ccc(Cl)cc2)C1=O (stereo unspecified)	6	0.9	1.1
COc1ccc(CCCC(=O)N/N=C\c2cccs2)cc1	21	x	x
CC(=O)c1cccc(S(=O)(=O)NCC2CCCCC2)c1	11	-0.26	0.05
O=C(COC(=O)Cc1ccc(Cl)cc1)Nc1ccc(OC(F)F)cc1	x	0.46	0.08
COc1ccc(NC(=O)CN(C)CC(=O)Nc2cccc(F)c2)cc1Cl	-19	x	x
CCOc1ccc(S(=O)(=O)N2CCN(C(=O)c3cc4c(s3)CCCC4)CC2)cc1	16	-0.69	-0.82
CC(=O)c1c(C)nc(-c2ccccc2)nc1NC(=O)C(C)C	-131	1	2.1
CC(=O)c1c(C)nc2nonc2c1N	x	0.43	0.59
Cc1cc(C)c(C#N)c(SCC2COc3ccccc3O2)n1 (stereo unspecified)	17	0.25	0.53
CCn1c(SCC(=O)N/N=C/C=C\c2ccccc2[N+](=O)[O-])nc2ccccc21	11	-0.2	-0.18
CCn1c(/C=N/Nc2ccc(C(=O)O)cc2)nc2ccccc21	x	1.2	1.5
CC(=O)NC12CC3CC(C1)CC(C(=O)OCC(=O)Nc1ncc(Cl)c(C)c1Cl)(C3)C2	54	0.93	0.87
CCN(CC)S(=O)(=O)c1cccc(NC(=O)/C=C/c2ccc([N+](=O)[O-])cc2)c1	x	2	3
COc1ccccc1NC(=O)CN1CCC(n2c(C)nc3cc(F)ccc32)CC1	x	-2	-1.6
Cc1ccsc1C(=O)OCc1nc2ccccc2c(=O)[nH]1	23	-1.3	-0.74
COC(=O)CCC(=O)Nc1cccc(Cl)c1	0	0.48	0.2
O=C(C1CC1)N1CCc2cc(S(=O)(=O)NC3CCN(Cc4ccccc4)CC3)ccc21	44	-0.06	0.13
O=S(=O)(Nc1nc2ccccc2[nH]1)c1ccc2ccccc2c1	34	-2.1	-1.2
Cc1cc(C(=O)CSCCCn2c(=O)[nH]c3ccccc32)c(C)n1C	38	1.2	0.87
Cn1c(=O)cc(OCC(=O)NCc2cccs2)c2ccccc21	13	x	x
CCCCn1nnnc1NCc1cc(OC)c(OC)c(OC)c1	x	0.05	0.76
OC(CNCC#Cc1ccccc1)c1ccccc1 (stereo unspecified)	-38	x	x
CCn1c(-c2ccc(N(C)C)cc2)nc2ccccc21	38	-0.34	-0.64
O=C(Nc1ccccc1)C1CCCCC1	-335	1.3	1.8
COCc1nnc(NC(=O)CSCc2ccccc2)s1	-11	0.5	0.2
COc1cccc(NC(=O)C(Sc2nnc(Nc3ccccc3C)s2)c2ccccc2)c1 (stereo unspecified)	9	0.08	0.69
O=C(O)C1CCC(Cn2c(SCc3cc(=O)n4ccccc4n3)nc3ccsc3c2=O)CC1 (stereo unspecified)	21	x	x
Cc1ccc(Cl)cc1NC(=O)C(=O)N1CCCCC1	-162	x	x
CCOC(=O)C[n+]1c(C)ccc2c1CCC2	24	0.75	-0.99
O=S(NCc1ccco1)C12CC3CC(CC(C3)C1)C2 (stereo unspecified)	-33	-0.08	0.21
O=C(CNC(=S)N(Cc1ccccc1)Cc1cccnc1)N1CCOCC1	-17	x	x
O=C(COC(=O)Cc1ccsc1)NCc1ccccc1	44	0.68	0.49
Cc1nn(-c2ccccc2)c2[nH]c(=O)c(CNCCN3CCOCC3)cc12	30	0.48	0.46
O=C(Cn1cnc2ccccc21)N/N=C/c1ccccc1	-75	x	x
